Compound activity from PubChem.
NRP1-CendR mod: NRP-1/CendR interaction modulation; FAM-RPARPAR peptide binding to NRP-1, fluorescence polarization; 360,000 compounds, 0.85% hits; O14786; inhibition, % at 25 µM;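 active = inhibition or corrected inhibition above about 18%, plus a signal ratio from 0.5 to 1.5, limit read from the data, passing the limit was not always enough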; note: strong numbers were not always called active
Target sequence (O14786 whole entry, looked up): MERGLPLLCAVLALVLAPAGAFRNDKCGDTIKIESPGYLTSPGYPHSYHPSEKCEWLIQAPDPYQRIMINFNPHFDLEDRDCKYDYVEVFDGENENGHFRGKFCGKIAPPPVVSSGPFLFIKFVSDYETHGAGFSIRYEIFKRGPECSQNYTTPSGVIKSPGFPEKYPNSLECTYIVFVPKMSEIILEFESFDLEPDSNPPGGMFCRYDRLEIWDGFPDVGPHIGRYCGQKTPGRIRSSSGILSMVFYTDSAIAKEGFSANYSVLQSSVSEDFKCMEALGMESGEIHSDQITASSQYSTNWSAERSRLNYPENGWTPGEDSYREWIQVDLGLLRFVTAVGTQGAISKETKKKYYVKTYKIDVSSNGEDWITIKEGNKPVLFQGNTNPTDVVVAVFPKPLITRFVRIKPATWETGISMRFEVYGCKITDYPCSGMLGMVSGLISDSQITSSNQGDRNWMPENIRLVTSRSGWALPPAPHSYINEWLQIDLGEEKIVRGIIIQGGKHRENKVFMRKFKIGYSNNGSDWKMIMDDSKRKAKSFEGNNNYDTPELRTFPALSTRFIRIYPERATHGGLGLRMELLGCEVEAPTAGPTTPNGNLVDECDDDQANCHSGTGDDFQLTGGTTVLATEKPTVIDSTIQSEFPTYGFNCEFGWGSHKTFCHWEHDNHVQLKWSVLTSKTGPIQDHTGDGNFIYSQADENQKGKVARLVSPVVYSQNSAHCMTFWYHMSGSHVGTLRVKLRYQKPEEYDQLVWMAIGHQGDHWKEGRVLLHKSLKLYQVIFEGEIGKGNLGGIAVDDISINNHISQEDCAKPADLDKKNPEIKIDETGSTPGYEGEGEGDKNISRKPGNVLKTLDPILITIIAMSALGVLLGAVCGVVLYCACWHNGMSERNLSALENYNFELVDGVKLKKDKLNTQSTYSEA
Rpn11 block: Rpn11 (human) deubiquitinase inhibition | O00487 | human 26S proteasome, Ub4-pepOG fluorescence polarization; 20S core pre-blocked with epoxomicin | calls only at 20 µM | 360,000 compounds, 0.59% hits | AID 588493;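 active = inhibition at 20 µM, scaled to each plate's controls, above about 33%, limit read from the data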
SUMO1 PPI mod: modulators of human SUMO1-mediated protein-protein interactions; P63165; SUMO1 binding to a labelled peptide, TR-FRET, 1 h; inhibition, % at 20 µM; 360,000 compounds, 0.33% hits; AID 602429; in the data active = inhibition above about 37%
Target sequence (P63165 whole entry, looked up): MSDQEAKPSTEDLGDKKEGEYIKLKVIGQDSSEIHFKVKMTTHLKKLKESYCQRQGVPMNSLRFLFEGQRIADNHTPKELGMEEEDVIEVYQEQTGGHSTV
MT1-MMP act inh: blocks activation of human MT1-MMP; HT1080 RFP-PRO-GFP cells, GFP/RFP ratio fluorescence, overnight; percent of plate control window, DMSO zero; GFP/RFP ratio change, % at 20 µM; 360,000 compounds, 0.061% hits;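 active = GFP/RFP ratio change of at least 30% with cell ATP level not reduced by more than half and red fluorescence within 50% of control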; note: strong numbers were not always called active
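Test system: HT1080 RFP-PRO-GFP cells; Benchmarks: DMSO and RFP-L50D-GFP cell wells; Timing: cells overnight before dosing, compound overnight, 37 °C, 5% CO2; Compound: one 20 µM compound dose with 1% DMSO; Read-out: GFP/RFP fluorescence ratio.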
Scp1 inh: inhibitors of human Scp-1 phosphatase; Q9GZU7; Recombinant Scp1, phosphopeptide, malachite green phosphate absorbance; inhibition, % at 20 µM; 340,000 compounds, 0.88% hits;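 active = inhibition above about 50% at 20 µM, limit read from the data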;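 note: plate controls were DMSO wells with enzyme for no effect and wells lacking enzyme for full effect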
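Test system: SCP-1 phosphatase catalytic domain, residues 76-261; measured by: colorimetric phosphate reagent with accelerator and stabiliser, absorbance at 630 nm; timing: enzyme reaction 45 min at room temperature, colour 5 min, stabilisation 30 min; also added: Phosphorylated 17-residue peptide substrate; compound dosing: one concentration, 20 µM, with 1.0% DMSO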
NadD block: NadD (S. aureus) enzyme inhibition. purified NadD enzyme, colorimetric absorbance read-out. inhibition, % at 20 µM. 360,000 compounds, 0.78% hits. AID 602399; in the data active = inhibition above about 26%; note: some compounds past the cut are filed as inactive
DNMT1 block: DNMT1 (human) enzyme inhibition; P26358; DNMT1 molecular beacon, Hinp1I cleavage, fluorescence; inhibition (reported as % activation of signal), % at 10 µM; 360,000 compounds, 0.83% hits; AID 588458; in the data active = inhibition above about 50%
SKN-1 block: inhibitors of C. elegans SKN-1; C. elegans VP596 Pgst-4::GFP/RFP ratio, acrylamide-induced, 24 h; inhibition, % at 21.8 µM; 360,000 compounds, 0.49% hits; AID 624304;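 active = interference check ratio from 0.5 to 1.5 plus GFP to RFP signal ratio inhibition reaching or exceeding a fixed threshold, cut at about 30% in these data, passing the limit was not always enough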; note: some compounds called inactive have numbers as strong as hits
LMPTP inh: blocks human LMPTP phosphatase; 360,000 compounds, 0.22% hits; recombinant LMPTP-A, OMFP fluorogenic substrate, fluorescence intensity; inhibition, % at 20 µM; P24666;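 active = compounds that cut the enzyme signal by at least half of the control window in the single-dose screen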;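 note: plate controls were DMSO wells with enzyme plus substrate for no effect and substrate without enzyme for full effect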
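Buffer or medium: Bis-Tris pH 6.0, DTT, detergent; Assay system: LMPTP-A enzyme; Quantity: 0.625 nM enzyme; Detection: endpoint fluorescence intensity; Times: 50 min dark incubation at room temperature; Controls: substrate-only low control, DMSO enzyme-plus-substrate high control; Doses: single 20 µM dose; Read-out: percent inhibition versus substrate-only and uninhibited controls; Reagent: 400 µM OMFP.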
STEP inh: blocks human striatal-enriched tyrosine phosphatase. P54829. recombinant STEP, OMFP fluorogenic substrate, fluorescence. inhibition, % at 20 µM. 360,000 compounds, 0.25% hits;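 active = inhibition at 20 µM, scaled per plate between control wells, above about 37%, limit read from the data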;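 note: 0% = DMSO with enzyme and substrate and 100% = substrate only without enzyme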
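Assay system: isolated STEP enzyme. Buffer or medium: pH 6.0 Bis-Tris with DTT and Tween 20. Also added: fluorogenic phosphatase substrate OMFP at 25 µM final. Dosing: 20 µM, 1% DMSO. Timing: 20 min reaction, room temperature, in the dark. Measured by: fluorescence intensity, excitation 480 nm, emission 540 nm. Evaluation: normalized % inhibition.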
* marks the source's active call; other numbers are inactive results; i = inactive; + = active, no number.

SMILES	NRP1-CendR mod	Rpn11 block	SUMO1 PPI mod	MT1-MMP act inh	Scp1 inh	NadD block	DNMT1 block	SKN-1 block	LMPTP inh	STEP inh
COc1ccc(NC(=O)C2CCCN(S(=O)(=O)c3cccnc3)C2)cc1OC (configuration not stated)	6	i	2	-2	-7	-5	2	4	-0.8	-2
CCOc1ccc(CNC(=S)N/N=C/c2ccc(OC)c(OC)c2)cc1	-15	i	1	9	-12	1	-4	-5	2.8	3
Cc1noc(/C=C/N(C)C)c1S(=O)(=O)N1CCCC(C(=O)N2CCCCC2)C1 (configuration not stated)	1	i	8	-9	-8	-2	5	28	-1.9	-1
CCOC(=O)c1c(C)[nH]c(C(=O)CSc2ccc(Cl)cc2)c1C	5	i	-2	0	-3	-4	6	11	-0.2	0
O=C(COC(=O)C1CC2C=CC1C2)Nc1ccccc1F (configuration not stated)	-1	i	-1	-1	-5	-4	2	-7	-1.3	-4
N#C/C(=C\c1ccc(O)c(O)c1)C(=O)N1CCCC1	14	i	-1	-1	-5	-1	12	8	-0.4	5
NS(=O)(=O)c1ccc(CCNC(=O)Cc2ccc(Cl)cc2)cc1	-5	i	6	-1	-6	2	1	20	-1.9	0
O=C(CCn1nnc2ccccc21)Nc1nnc(COc2ccc(F)cc2)s1	-5	i	-28	-3	-7	2	-10	12	0.9	1
CC(C)C[C@H](NC(=O)N1CC(=O)Nc2ccccc21)C(=O)N1CCC[C@H]1C(=O)O	1	i	0	-1	10	2	-1	-1	-1.5	-4
COc1ccc(-n2nnnc2SCC(=O)Nc2ccc3c(c2)OCCO3)cc1OC	10	i	2	7	-11	-4	-4	-2	-0.4	-2
COc1ccc(N(C(=O)c2ccco2)C(C(=O)NC2CCCC2)c2ccc(N(C)C)cc2)cc1 (configuration not stated)	20	i	-2	-5	1	9	-2	4	0.4	1
CCNC(=S)N1C2CCC1CC(NC(=O)Nc1ccc(C(=O)OCC)cc1)C2 (configuration not stated)	15	i	5	3	1	-2	-3	2	0.6	5
Clc1cccc2c3c([nH]c12)CCNC3	-3	i	-3	0	-12	-3	4	11	-2.8	-6
O=C(CSc1nc2sc3c(c2c(=O)n1-c1ccccc1)CCCC3)N/N=C/c1ccccc1C(=O)O	-43	i	5	3	78*	12	5	-10	1.0	76*
CCOc1ccccc1N(CC(=O)NCCSc1ccccn1)S(=O)(=O)c1ccccc1	-7	i	5	0	-5	-4	1	13	0.2	-1
O=C(CCSc1ccccc1)NCCSCc1ccco1	5	i	0	-2	-7	-4	-1	-4	-0.4	1
CN(C)S(=O)(=O)c1ccc(C(=O)OCC(=O)Nc2sc3c(c2C#N)CCCCC3)cc1	-11	i	0	-1	-5	7	-9	20	1.6	1
O=C(CCCCCn1c(=S)[nH]c2ccc(N3CCOCC3)cc2c1=O)NCc1cccc(Cl)c1	3	i	8	5	-2	2	-4	6	2.6	0
O=C(CCCN1C(=O)/C(=C\c2ccccc2)SC1=S)Nc1ccc(O)cc1C(=O)O	-18	i	-21	4	7	-6	1	4	1.0	3
N#CC1=C(N)Oc2n[nH]c(-c3ccccc3)c2C1c1cccc(OC(=O)N2CCOCC2)c1 (configuration not stated)	-6	i	-3	4	0	4	-8	-39	-1.0	3

Sorted by molar mass (falling): part of the list above
SMILES	NRP1-CendR mod	Rpn11 block	SUMO1 PPI mod	MT1-MMP act inh	Scp1 inh	NadD block	DNMT1 block	SKN-1 block	LMPTP inh	STEP inh
COc1ccc(N(C(=O)c2ccco2)C(C(=O)NC2CCCC2)c2ccc(N(C)C)cc2)cc1 (configuration not stated)	20	i	-2	-5	1	9	-2	4	0.4	1
COc1ccc(NC(=O)C2CCCN(S(=O)(=O)c3cccnc3)C2)cc1OC (configuration not stated)	6	i	2	-2	-7	-5	2	4	-0.8	-2
NS(=O)(=O)c1ccc(CCNC(=O)Cc2ccc(Cl)cc2)cc1	-5	i	6	-1	-6	2	1	20	-1.9	0
O=C(CCSc1ccccc1)NCCSCc1ccco1	5	i	0	-2	-7	-4	-1	-4	-0.4	1
Clc1cccc2c3c([nH]c12)CCNC3	-3	i	-3	0	-12	-3	4	11	-2.8	-6

New compounds follow.
SMILES	NRP1-CendR mod	Rpn11 block	SUMO1 PPI mod	MT1-MMP act inh	Scp1 inh	NadD block	DNMT1 block	SKN-1 block	LMPTP inh	STEP inh
CCOC(=O)c1ccccc1NC(=O)C1CC(=O)N(C(C)(C)C)C1 (configuration not stated)	3	i	1	-1	0	3	0	-2	-1.7	-1
CC(=O)c1cccc(NC(=O)c2c(C)nn(-c3ccccc3)c2Cl)c1	-5	i	-2	-2	-8	-7	3	-7	-0.1	0
O=C(c1ccccc1)N1N=C(c2ccccc2)CC1(O)C(F)(F)F (configuration not stated)	-8	i	0	4	-1	-5	-2	-3	-1.0	1
O=C(COC(=O)c1cc(S(=O)(=O)N2CCOCC2)c(Cl)cc1Cl)NCc1ccco1	1	i	5	2	27	-4	13	-18	-0.2	2
NC(=O)COC(=O)c1ccc(-c2ccc(O)cc2)cc1	0	i	18	-1	-7	1	2	12	-1.2	1
CCOC(=O)c1ccc(NC(=S)N(CCN(C)C)C(C)c2ccncc2)cc1 (configuration not stated)	7	i	4	-3	-7	0	-4	-11	-5.4	0
CCc1nnc(NS(=O)(=O)c2ccc(NC(=O)/C=C/c3ccc(F)cc3)cc2)s1	-11	i	3	5	-11	3	0	5	1.2	0
C/C(CC(=O)NC12CC3CC(CC(C3)C1)C2)=N\NC(=O)c1ccc(C)cc1	0	i	-2	2	-2	3	0	-12	0.7	-1
CCOc1ccc(-c2nc3n(c(=O)c2C#N)CCS3)cc1	0	i	-25	2	-9	-5	-1	-5	0.6	-2
COc1ccc2nc(/C(C#N)=C\c3ccc(C(=O)O)cc3)[nH]c2c1	-64	+	7	-21	3	2	-3	4	0.9	0
CS(=O)(=O)NCC(c1cccnc1)N1CCN(c2ccc(F)cc2)CC1 (configuration not stated)	2	i	0	1	1	-2	1	-13	-1.5	8
CC(C)(C)c1cnnn1-c1ccc(/C=N/Nc2ccc([N+](=O)[O-])cc2)cc1	3	i	-14	-1	1	6	-14	15	3.8	-1
COc1ccc(-c2nc3ccccc3n2OCC(=O)O)cc1	0	i	0	1	-4	-1	3	-3	0.0	2
COc1ccc(CCNC(=O)C(=O)Nc2ccc3c(c2)OCO3)cc1OC	-4	i	5	3	-5	3	-2	-1	0.0	0
COc1ccc(-c2cn(CCCOCc3ccccc3)nn2)cc1	18	i	0	6	0	-2	0	8	-0.6	-1
CCC(=O)Nc1c(C)ccc2nsnc12	13	i	-11	1	5	-2	-4	1	-2.9	-5
COc1ccccc1N1CCN(C(=O)c2cccs2)CC1	-2	i	1	1	-10	-3	-1	0	-0.6	-5
CCN(CC)C(=O)/C(=C/c1ccc2c(c1)OCO2)NC(=O)c1ccc(Br)cc1	0	i	-3	3	-1	4	1	7	-1.1	-3
COCCCNC(=O)CNC(=O)c1cn(-c2ccccc2OC)c(=O)c2ccccc12	-13	i	0	-2	13	-4	1	-1	-1.0	1
Nc1nc(Cl)cc(N2CCOCC2)n1	-11	i	-2	-1	-5	-1	2	-26	-0.5	-3

Four entries out of the list above, ordered by the number in NRP1-CendR mod, smallest number first:
mol	NRP1-CendR mod	Rpn11 block	SUMO1 PPI mod	MT1-MMP act inh	Scp1 inh	NadD block	DNMT1 block	SKN-1 block	LMPTP inh
COCCCNC(=O)CNC(=O)c1cn(-c2ccccc2OC)c(=O)c2ccccc12	-13	i	0	-2	13	-4	1	-1	-1.0
O=C(c1ccccc1)N1N=C(c2ccccc2)CC1(O)C(F)(F)F (configuration not stated)	-8	i	0	4	-1	-5	-2	-3	-1.0
CCN(CC)C(=O)/C(=C/c1ccc2c(c1)OCO2)NC(=O)c1ccc(Br)cc1	0	i	-3	3	-1	4	1	7	-1.1
CCOC(=O)c1ccc(NC(=S)N(CCN(C)C)C(C)c2ccncc2)cc1 (configuration not stated)	7	i	4	-3	-7	0	-4	-11	-5.4

Remaining list, next part
SMILES	NRP1-CendR mod	Rpn11 block	SUMO1 PPI mod	MT1-MMP act inh	Scp1 inh	NadD block	DNMT1 block	SKN-1 block	LMPTP inh	STEP inh
CCN1C(=O)[C@@H]2[C@@H](c3ccc(SC4CCCCC4)c(OC)c3)N3CCC[C@@]3(C(=O)OC)[C@@H]2C1=O	-7	i	-8	2	4	4	-12	-4	-0.3	0
CON(c1nc(Cl)nc(N(C)C)n1)S(=O)(=O)c1ccc(C)cc1	6	i	1	-3	-9	-4	1	-16	-1.1	0
O=C(Nc1cc(Cl)ccc1-n1cncn1)c1cccc(S(=O)(=O)N2CCOCC2)c1	0	i	2	-1	-13	1	3	-2	2.1	-2
COCC(C)n1c(SCc2ccc(C(=O)OC)o2)nc2ccccc2c1=O (configuration not stated)	-1	i	-3	-7	-6	-8	12	9	1.2	2
CCOC(=O)C1(Cc2ccc(OC)cc2)CCN(C(=O)Cn2cnnn2)CC1	-1	i	-2	2	-5	-2	-1	6	-0.4	-1
Cc1cccc(CC(=O)NC2CCCCCC2)c1	6	i	4	3	-1	-9	-5	11	-1.9	-2
C/C(=N\NC(=S)NCc1ccccc1)c1ccc(C#N)cc1	14	i	1	-1	-7	-8	-2	-8	-0.6	1
COc1ccc([N+](=O)[O-])cc1NC(=O)Cc1ccc(C)cc1	-4	i	-4	1	-5	-4	2	10	-2.6	1
NC(=S)Nc1ncc(C(F)(F)F)cc1Cl	-6	i	7	-2	-4	-1	-4	11	-1.1	-4
CCC(=O)c1cc(F)c(N2CCN(S(=O)(=O)c3ccccc3)CC2)cc1C	3	i	0	-4	-12	-10	-2	-7	2.6	4

Full records, quoted from the list. Order of values: NRP1-CendR mod | Rpn11 block | SUMO1 PPI mod | MT1-MMP act inh | Scp1 inh | NadD block | DNMT1 block | SKN-1 block | LMPTP inh | STEP inh
Listed for CCOC(=O)C1(Cc2ccc(OC)cc2)CCN(C(=O)Cn2cnnn2)CC1 → -1 | i | -2 | 2 | -5 | -2 | -1 | 6 | -0.4 | -1
Listed for CON(c1nc(Cl)nc(N(C)C)n1)S(=O)(=O)c1ccc(C)cc1 → 6 | i | 1 | -3 | -9 | -4 | 1 | -16 | -1.1 | 0
